# Source: PubChem
# 12-LOX inh – Primary qHTS assay for inhibitors of human arachidonate 12S-lipoxygenase (ALOX12): Round 2 | purified 12hLO, xylenol orange hydroperoxide absorbance | Potency, µM (series often up to 108 µM), inactives show top-dose activity change, negative = inhibition, usual class: inhibitors | hit rate 1.1% among 580,000 | AID 1671190, 2021; active = well fitted inhibition curve with a large enough effect; inconclusive = small, poorly fitted or top-dose-only effect, or another doubt; inactive = no such curve, though single readings can be large or run the other way
# Target sequence (P18054 whole entry, looked up): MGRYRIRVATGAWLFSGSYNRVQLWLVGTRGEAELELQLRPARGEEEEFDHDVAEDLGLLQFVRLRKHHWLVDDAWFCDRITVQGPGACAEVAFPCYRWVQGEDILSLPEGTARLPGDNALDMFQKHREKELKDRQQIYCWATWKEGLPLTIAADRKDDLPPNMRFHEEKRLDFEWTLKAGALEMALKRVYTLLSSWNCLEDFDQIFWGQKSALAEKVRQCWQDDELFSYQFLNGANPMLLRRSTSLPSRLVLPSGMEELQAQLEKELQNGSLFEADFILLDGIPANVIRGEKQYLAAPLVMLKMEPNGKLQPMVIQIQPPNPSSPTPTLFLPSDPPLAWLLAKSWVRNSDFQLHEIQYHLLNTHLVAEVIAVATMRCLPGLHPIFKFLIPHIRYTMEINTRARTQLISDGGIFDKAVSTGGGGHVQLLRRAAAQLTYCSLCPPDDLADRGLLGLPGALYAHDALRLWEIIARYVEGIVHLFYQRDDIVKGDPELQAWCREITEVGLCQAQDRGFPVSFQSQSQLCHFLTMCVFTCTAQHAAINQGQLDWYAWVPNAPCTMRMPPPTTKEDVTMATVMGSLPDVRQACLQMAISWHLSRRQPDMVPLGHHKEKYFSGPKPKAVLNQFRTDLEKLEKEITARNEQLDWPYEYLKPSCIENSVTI
#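 Purified human 12hLO (150 nM final) in 25 mM Hepes, 0.01% Triton X-100, pH 7.0 was preincubated 15 min at room temperature with compound. Then 40 uM arachidonic acid was added, 30 min. Hydroperoxide was read by Fe-XO absorbance ratio 573/405 nm.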
# An asterisk follows results filed as active; ? = inconclusive; [ ] = remark or other dose. % is set by controls: 0 for no effect and ±100 for the full control effect; potency is the fitted concentration of half-maximal effect.
SMILES,12-LOX inh
COc1cccc([S+](=O)([O-])N2CCC(N3CCCOC3=O)CC2)c1,?
CC1=C[C@@H](CNC(=O)CN(C)C)[C@H](C(C)C)C[C@H]1Cc1nc2ccccc2[nH]1,68.3%[activator][176 µM]
CN1CCC(NC(=O)c2ccc3c(c2)n(Cc2ccc(F)cc2)c(=O)c2ccnn23)CC1,20µM*
COc1cccc(N2C(=O)NC(=NC3CCCC3)C23CCN(Cc2cccnc2)C3)c1 (stereo not drawn),7.7%[6.33 µM]
Cn1c(Cn2ccnc2)nnc1C1CCCN(c2ncccc2C(N)=O)C1 (stereo not drawn),43.3%[activator]
O=C(CC[C@@H]1CNC(=O)[C@@H]2C[C@H](NC(=O)C3CC3)CN12)NCc1cccs1,25.2%[176 µM]
CC(Sc1n[nH]c(C(C)C)n1)C(=O)c1c[nH]c2ccccc12 (stereo not drawn),7.6%
CN(C(=O)Cc1cccs1)C1(C(=O)NC2CCCCC2)CCCCC1,?
OC(c1ccccc1)(c1ccccc1)C1CCN(CCCOc2cc(F)cc(F)c2)CC1,-25.0%
CCCOC(=O)COc1ccc2c(=O)c(Oc3ccc(C(C)(C)C)cc3)coc2c1,0.7%
Cc1ccc(NC(=O)Nc2ccc(C)n(CC(=O)Nc3ccc(C)c(C)c3)c2=O)cc1,?
COc1ccc(NC(=O)Cn2c(=O)n(-c3ccc(F)cc3)c(=O)c3c2cc(C)n3C)c(OC)c1,19.1%
CN1CC(=O)N(C2CCCNC2)Cc2c1ncnc2N1CCN(c2ncccn2)CC1 (stereo not drawn),0.4%[6.33 µM]
Cc1c(C(=O)O)oc2ccc(S(=O)(=O)Nc3ccccc3)cc12,?
CCc1nc2cc(C(=O)N3CCC[C@H]3CO)cc(NC(=O)c3ccccc3OC)c2n1C,0.1%
CCc1nc(CN2C(=O)COc3ccc(S(=O)(=O)NC4CCCCCCC4)cc32)no1,-36.9%
O=C(c1ccco1)N1N=C(c2c(-c3ccccc3)c3ccccc3[nH]c2=O)CC1c1ccccc1 (stereo not drawn),?
O=C(Cn1nc2c(cc1=O)CCCC2)NCc1nc2ccccc2[nH]1,64.1%[activator]
CC(=O)N1CCN(c2ccc(N3CCN(C(C)=O)[C@@H](C)C3)c(C)c2)[C@H](C)C1,1.5%
COCCN1C(=O)N(Cc2cccc3ccccc23)C(=O)C12CCN(Cc1cn(C)nc1C)CC2,26.8%
CCC(CC)c1nnc(NC(=O)c2nn(C)c(=O)c3ccccc23)s1,-3.2%
Cc1cc(C(F)(F)F)nn1CC(=O)NCC1Cn2cccc2C(=O)N1Cc1ccccc1 (stereo not drawn),22.7%
COC(=O)[C@@]12C[C@@H](CC(=O)N3CCSCC3)C(=O)N(Cc3cccc4ccccc34)C1=CCC(C)(C)C2,-28.3%
COc1ccc(C)cc1NC(=O)c1cnc(-c2ccc(F)cc2)nc1-c1ccncc1,-11.5%
NC(=O)[C@H](CC1CCCCC1)NC(=O)[C@H]1CNCCN1C(=O)c1cccs1,-12.2%[176 µM]
O=C(NCc1ccccn1)C1CC(=O)N(c2n[nH]c3cccc(F)c23)C1 (stereo not drawn),39.3%[activator]
Cc1ccc(-c2csc(Nc3ccccc3Cl)n2)cc1,-25.1%
CC1=C[C@@H](CN2CCN(c3ncccn3)CC2)[C@H](C(C)C)C[C@H]1Cc1nnc(-c2cncn2C)o1,32.0%[activator]
Cc1noc(C)c1S(=O)(=O)N1CCCC(Cc2noc(-c3cccnc3)n2)C1 (stereo not drawn),14.0%
COc1ccc(-n2nc(C)c3c2NC(=O)CC3c2ccccc2OCC(C)C)nn1 (stereo not drawn),?
COc1ccc(Cc2nc3nccc(-c4cccs4)n3n2)cc1,-2.7%
CC(=O)N1CCC(C(=O)Nc2ccc(Cl)cc2)CC1,22.2%
Cc1ccc(C(=O)N/N=C/c2ccc(Br)s2)cc1,-94.5%
O=C(CCSc1nnc(NC2CC2)s1)Nc1ccc(Cl)cc1F,23.7%
Cc1ccc(NC(=O)COc2ccc(Cl)cc2)c(C(=O)O)c1,-9.0%
COCCCNC(=O)c1c(C)noc1-c1cc(OC)c(OC)c(OC)c1,43.9%
CC(c1cccc(Cl)c1)N(C)CCS(=O)(=O)CCC(N)=O (stereo not drawn),?
O=C(CC(F)(F)F)NCCc1noc(-c2cccnc2)n1,38.5%
CCOC(=O)c1cc(-c2ccc(S(=O)(=O)Nc3ccc(C)cc3Cl)s2)on1,?
Cc1cccc(OCc2nc3c(C)cccc3[nH]2)c1,-6.9%
CCC(C)Nc1ccc2nncn2n1 (stereo not drawn),61.7%[activator]
COc1ccc(CNC(=O)C2CCN(c3cc(C(F)(F)F)nc(C)n3)CC2)cc1,-5.9%
CCc1cccc2c(C(=O)CN3CCN(CC(=O)NC4CC4)CC3)c[nH]c12,?
Cc1ccccc1-c1cccc2[nH]c3c(c12)CCN1C(=O)[C@H]2[C@H](C)ON(C)[C@H]2C[C@@H]31,-11.4%
O=C(C1CCCC1)N1CC2(CCCCN2CC2CC2)Cc2ccccc21 (stereo not drawn),7.5%[6.33 µM]

# 7 entries from above, with values ahead of the structure.
12-LOX inh	Compound
-2.7%	COc1ccc(Cc2nc3nccc(-c4cccs4)n3n2)cc1
38.5%	O=C(CC(F)(F)F)NCCc1noc(-c2cccnc2)n1
?	CCc1cccc2c(C(=O)CN3CCN(CC(=O)NC4CC4)CC3)c[nH]c12
7.5%[6.33 µM]	O=C(C1CCCC1)N1CC2(CCCCN2CC2CC2)Cc2ccccc21 (stereo not drawn)
22.2%	CC(=O)N1CCC(C(=O)Nc2ccc(Cl)cc2)CC1
23.7%	O=C(CCSc1nnc(NC2CC2)s1)Nc1ccc(Cl)cc1F
-9.0%	Cc1ccc(NC(=O)COc2ccc(Cl)cc2)c(C(=O)O)c1

# (further entries)
SMILES,12-LOX inh
C=CCOc1cccc(C(c2c[nH]c3ccccc23)c2c[nH]c3ccccc23)c1,?
CN(C)C(=O)CN1C(=O)CO[C@H](c2ccc(NS(=O)(=O)Cc3ccccc3)cc2)[C@H]1CO,?
CN(C)[C@@H]1CN(C(=O)c2ccccc2OC(F)(F)F)C[C@H]1CO,33.3%
COCc1cc(=O)n(CC(=O)Nc2cccc(SC)c2)c(N2CCOCC2)n1,40.4%[activator]
CC(=O)NC[C@@H]1C=C(C)[C@H](CC(=O)O)C[C@H]1C(C)C,-25.6%[176 µM]
COc1ccc(C2(C(=O)NCCc3ncc(C)n3C3CC3)CC2)cc1,20.5%
Cc1ncoc1C(=O)N1CCCCCCNC(=O)[C@@H]2C[C@@H](c3nc(Cc4ccccc4)no3)C[C@@H]21,42.8%
O=C(O)C(c1c[nH]c2cc(Br)ccc12)N1CCN(c2ncc(Br)cn2)CC1 (stereo not drawn),?
O=C(Nc1oc2ccc(Cl)cc2c(=O)c1-c1ccccc1)c1ccco1,?
O=C(NCc1nnc2c(-c3nc(C4CC4)no3)cccn12)c1cccc2[nH]ccc12,39.9%[activator]
CN(CC(=O)NC1(c2ccccc2)CCC1)c1ncnc2nc[nH]c12,-1.4%
CCOc1cc(C#N)ccc1OC(=O)c1ccccc1,-22.4%
COc1ccc(C2CC(=O)C(c3ccc(C(F)(F)F)cc3)=CN2Cc2ccccc2)cc1 (stereo not drawn),-2.7%
O=C(/C=C/c1ccc(-c2ccccc2Cl)o1)c1ccc2ccccc2c1,1µM*
CCc1ccc(-c2nc(C)c(C(=O)N3CCN(Cc4ccc(C#N)cc4)CC3)s2)cc1,-11.3%
CN(Cc1ccc(C(N)=O)cc1)C(=O)c1cc2ccccc2[nH]1,6.9%
COc1ccc(C2(C(=O)NC3CCCc4c3[nH]c3c(Cl)cccc43)CCOCC2)cc1 (stereo not drawn),-15.0%
O=C(O)c1cc(Br)cc(S(=O)(=O)NCC2CCCO2)c1 (stereo not drawn),21.0%
COc1ccc(C(=O)N2CCCN(c3nnc4ccc(Cl)cn34)CC2)cn1,69.7%[activator]
Cc1oc(C)c(C(=O)OCc2ccc(C#N)cc2)c1C,0.9%
COc1ccc(NC(=O)[C@@H]2C[C@@H](c3ccc(F)cc3)N(Cc3ccccc3)C2)cc1OC,3.9%[176 µM]
O=C(c1ccc2ncsc2c1)N(Cc1ccc(F)cc1)C1CC1,-18.1%
CCCc1nn(-c2ccccc2C)c(OC(C)=O)c1-c1ccc(NC(C)=O)cc1,-0.2%
CCC(CC)NC(=O)c1ccc(-c2nnc3ccc(NC(=O)C4CCC4)cn23)cc1,28.2%
C=CCN(C)C(=O)[C@@H](C)C1CC[C@@]2(C)Cc3sc(NC(=O)CN(C)C)nc3[C@@H](C)[C@@H]2[C@H]1O (stereo partly drawn),11.2%
COc1ccc(N2CCN(C3CCCN(Cc4cc(=O)[nH]c(=O)[nH]4)C3)CC2)cc1 (stereo not drawn),37.4%[activator]
CC(=O)Nc1cc(C(=O)N2CCC(C)CC2)c2ccc(C)nc2c1,35.2%[activator]
CC(C)N1C(=O)C2(CCCCC2)C1C(=O)N1CCN(c2ccccn2)CC1 (stereo not drawn),55.6%[activator]
COc1ccc(C)cc1C(C)NC(=O)Cc1c[nH]c2ccccc12 (stereo not drawn),?
Cc1ccc(Cc2c(-c3cccc(Br)c3)nc3c4ccccc4ccn23)cc1,88.1%[activator]
O=c1oc(-c2ccc(F)cc2)nn1CC(O)COc1ccc2ccccc2c1 (stereo not drawn),19.3%
COc1cccc(NC(=O)N[C@H]2CCN(C(=O)c3cccn3C)[C@@H]2C(=O)N[C@H](Cc2ccccc2)C(N)=O)c1,14.7%
O=C(C1CCCC1)N1CC2(CCN(Cc3c[nH]c4ccccc34)CC2)Cc2ccccc21,?
O=C(NC1CCCc2c1[nH]c1c(Cl)cccc21)c1ccco1 (stereo not drawn),20.2%
C/C(=N\NC(=S)Nc1ccccc1)c1cccc(C(F)(F)F)c1,?
N#Cc1cc([N+](=O)[O-])ccc1Nc1ccc2c(c1)CCC2,-51.3%
O=C(NC1CCCCCC1)c1nc(Cc2c[nH]c3ccccc23)no1,-5.9%
Cc1nccn1-c1ccc(CNC(=O)c2cn(-c3ccccc3)nn2)cc1,0.1%
COC[C@@H]1CN(C(=O)COc2cccc(C)c2)C[C@H]1c1nc(C)no1,20.7%
CCCC(=O)Nc1ccccc1C(=O)N1CCN(C(c2ccccc2)c2ccccc2)CC1,5.7%
CNC(=O)c1nn(CN2CCN(Cc3cccc(C)c3)CC2)c(=O)c2ccccc12,0.5%
Cc1ccc(C)c(S(=O)(=O)N(C)CC2CCOCC2)c1,8.0%
CC(C)(C)C1CCC(=NNC(=S)NC2CCCCC2)CC1 (stereo not drawn),?
Clc1ccc(Nc2nc(NC3CCCC3)nc3c2cnn3-c2ccccc2)cc1,-13.7%
CCCCCCN(C(=O)CCCCCN1C(=O)NC(c2ccc(-c3ccccc3)cc2)C(C(=O)OCc2ccccc2)=C1C)C(C(=O)NCCCC)C1CCCCC1 (stereo not drawn),-6.0%

# Sorted by length of the SMILES (high to low): some entries from above
SMILES,12-LOX inh
O=c1oc(-c2ccc(F)cc2)nn1CC(O)COc1ccc2ccccc2c1 (stereo not drawn),19.3%
N#Cc1cc([N+](=O)[O-])ccc1Nc1ccc2c(c1)CCC2,-51.3%
O=C(NC1CCCc2c1[nH]c1c(Cl)cccc21)c1ccco1 (stereo not drawn),20.2%

# The list continues.
SMILES,12-LOX inh
COc1cc(C)cc2oc(=O)c(CC(=O)Nc3ccc4c(c3)OCO4)c(C)c12,-28.0%
C=CCNC(=O)Cc1ccc(N(Cc2cccc(F)c2)C(=O)c2ccco2)cc1,52.0%
CO[C@H]1CN(C)C(=O)c2cc(NC(=O)C3CCOCC3)ccc2OC[C@H](C)N(Cc2nccs2)C[C@H]1C,-12.6%
CCOCC(=O)N1CCc2n[nH]c(=O)n2CC1,51.0%[activator]
CCc1nn(-c2ccc(OC)cc2)c(Oc2ccccc2F)c1CCC(=O)NCCOC,2.0%
CCCC(=O)OC[C@H]1CN([C@H](C)c2ccccc2)S(=O)(=O)c2c(F)cccc2O1,-42.9%
Cc1ccc(S(=O)(=O)Nc2nc3c(s2)C[C@]2(C)CC[C@@H]4[C@H](OC(=O)[C@H]4C)[C@H]2[C@@H]3C)cc1,?
Cc1ccc(NC(=O)Cn2c(-c3ccc(Cl)cc3)nc(C)c(CCO)c2=O)cc1,-6.6%
Cc1ccc(NC(=O)N2CCC(CCN)CC2)cc1,29.3%
Cc1ccc(-c2nc(C3CC(=O)N(C4CCCCC4)C3)no2)cc1C (stereo not drawn),-11.3%
O=C(NC1CC1)c1cc(=O)c2cc(Cl)ccc2o1,-6.2%
O=C(N1CCN(c2nc(-c3ccccc3)c3ccccc3n2)CC1)C(F)(F)F,?
O=C(Nc1ccccc1F)C1C(c2ccccc2)C1(Cl)Cl (stereo not drawn),?
CN(CC1Cc2ccccc2O1)C(=O)c1coc(COc2ccc3c(c2)OCO3)n1 (stereo not drawn),?
Cc1sc2ccn(C)c(=O)c2c1C(=O)NCc1ccc(OC(C)C)cc1,-1.6%

# Of the compounds above, these contain an aryl thioether with sulfur outside any ring:
SMILES,12-LOX inh
CC(Sc1n[nH]c(C(C)C)n1)C(=O)c1c[nH]c2ccccc12 (stereo not drawn),7.6%
O=C(CCSc1nnc(NC2CC2)s1)Nc1ccc(Cl)cc1F,23.7%
COCc1cc(=O)n(CC(=O)Nc2cccc(SC)c2)c(N2CCOCC2)n1,40.4%[activator]

# Carrying on.
SMILES,12-LOX inh
Cc1ccc(CC(S)C(=O)O)cc1C (stereo not drawn),?
O=C1CC(C(=O)O)C2(CCN(c3ncc(C(=O)O)cc3Cl)CC2)N1 (stereo not drawn),55.0%[activator]
COC(=O)[C@]12C[C@H](CC(=O)NCC3CCCCC3)C(=O)N(Cc3ccccc3)C1=C[C@H](C(C)C)O[C@@H]2C1CC1,-1.1%
CCNC(=O)N1CCC2(CC1)CC(N(C)Cc1ccccc1)CCO2 (stereo not drawn),0.1%
COc1ccc(CCC(=O)NC2CCN(C(=O)N3CC4CC(C3)[C@H]3CCCC(=O)N3C4)CC2)cc1 (stereo partly drawn),7.1%

# This is a subset; rates above refer to the full screens.
